# From PubChem
# MPTP inh: mitochondrial permeability transition pore inhibitors, primary screen, biochemical, isolated mouse mitochondria, absorbance. Ca2+ swelling absorbance, 30 min. inhibition, % at 10 µM. hit rate 1.4% among 360,000;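 active = inhibition of 50% or more, scaled per plate between neutral and stimulator controls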;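 also: 0% = DMSO wells given calcium and 100% = 1 mM EGTA wells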
# ATG4B inh: ATG4B protease inhibitors, primary screen, biochemical, fluorescence, uHTS; inhibition, % at 8.33 µM; ATG4B cleavage of LC3-PLA2, NBD-HPC fluorescence, 1 h; Cysteine protease ATG4B (Homo sapiens), Q9Y4P1; AID 504462, 2011; hit rate 0.51% among 340,000; in the data active = inhibition above about 40%
# SENP6 block: SENP6 protease inhibitors, primary screen, biochemical, luminescence, uHTS; inhibition, % at 10 µM; Recombinant SENP6 catalytic domain, aminoluciferin luminescence; Sentrin-specific protease 6 (Homo sapiens), Q9GZR1; hit rate 1.8% among 330,000; AID 2599, 2010;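 active = inhibition above about 50% at the single tested dose, limit read from the data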;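 also: plate controls were DMSO wells with enzyme for no effect and DMSO wells lacking enzyme for full effect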
# Target sequence (Q9GZR1 628-1112 limits assumed): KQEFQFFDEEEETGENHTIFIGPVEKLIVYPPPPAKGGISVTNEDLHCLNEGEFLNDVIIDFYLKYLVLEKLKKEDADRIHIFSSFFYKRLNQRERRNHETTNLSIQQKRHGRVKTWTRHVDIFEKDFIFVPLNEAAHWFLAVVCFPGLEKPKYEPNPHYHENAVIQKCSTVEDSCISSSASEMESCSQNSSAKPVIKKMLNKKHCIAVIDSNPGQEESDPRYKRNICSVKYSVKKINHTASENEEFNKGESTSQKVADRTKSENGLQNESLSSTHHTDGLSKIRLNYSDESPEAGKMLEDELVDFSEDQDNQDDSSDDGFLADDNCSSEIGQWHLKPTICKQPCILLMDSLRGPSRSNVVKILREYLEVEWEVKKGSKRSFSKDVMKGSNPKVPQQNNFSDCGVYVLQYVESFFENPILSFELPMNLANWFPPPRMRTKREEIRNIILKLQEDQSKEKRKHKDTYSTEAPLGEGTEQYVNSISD
# SENP7 inh: SENP7 protease inhibitors, primary screen, biochemical, luminescence, uHTS; Sentrin-specific protease 7 (Homo sapiens), Q9BQF6; recombinant SENP7, Z-RLRGG-aminoluciferin luminescence, 40 min; inhibition, % at 5 µM; hit rate 1.5% among 330,000; AID 434973, 2010;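 active = inhibition above about 50% at the single test dose, limit read from the data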;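 also: plate controls were DMSO with enzyme for no effect and no enzyme buffer wells for full effect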
# Target sequence (Q9BQF6 706-1050 limits assumed): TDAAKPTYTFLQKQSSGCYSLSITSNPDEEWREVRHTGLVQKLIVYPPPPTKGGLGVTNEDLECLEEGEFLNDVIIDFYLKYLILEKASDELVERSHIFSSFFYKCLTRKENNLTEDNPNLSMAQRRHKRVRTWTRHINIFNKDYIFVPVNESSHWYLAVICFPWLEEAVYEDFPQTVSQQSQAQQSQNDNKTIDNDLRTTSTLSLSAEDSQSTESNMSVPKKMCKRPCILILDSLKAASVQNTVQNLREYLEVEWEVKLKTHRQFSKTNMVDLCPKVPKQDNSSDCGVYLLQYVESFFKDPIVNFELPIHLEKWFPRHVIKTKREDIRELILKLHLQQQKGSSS
# HKDC1 inh: HKDC1 hexokinase inhibitors, primary screen, biochemical, fluorescence, uHTS; hit rate 0.16% among 340,000; recombinant HKDC1, G6PDH/diaphorase resazurin coupled fluorescence; AID 493160, 2011; Q2TB90; inhibition, % at 20 µM;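 active = inhibition above about 35% when tested at 20 µM, limit read from the data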;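 also: plate controls were DMSO wells with enzyme for no effect and DMSO wells lacking enzyme for full effect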
#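 Assay system: recombinant HKDC1 hexokinase; detection: coupled resazurin fluorescence, excitation 525 nm, emission 613 nm; benchmarks: DMSO-plus-enzyme-mix negative control, buffer-substituted positive control; compound dosing: single 20 µM dose; schedule: 90 min at room temperature in dark; also added: glucose plus 1 mM ATP as hexokinase substrates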
# SENP8 inh: human SENP8 protease inhibitors, primary screen, biochemical, fluorescence, Nedd8 protein substrate, uHTS; Sentrin-specific protease 8 (Homo sapiens), Q96LD8; recombinant SENP8; inhibition, % at 20 µM; hit rate 0.64% among 360,000; AID 602440, 2012; in the data active = inhibition mostly above about 40%, no sharp cut-off; inactive = mostly below about 27%
# Target sequence (Q96LD8 whole entry, looked up): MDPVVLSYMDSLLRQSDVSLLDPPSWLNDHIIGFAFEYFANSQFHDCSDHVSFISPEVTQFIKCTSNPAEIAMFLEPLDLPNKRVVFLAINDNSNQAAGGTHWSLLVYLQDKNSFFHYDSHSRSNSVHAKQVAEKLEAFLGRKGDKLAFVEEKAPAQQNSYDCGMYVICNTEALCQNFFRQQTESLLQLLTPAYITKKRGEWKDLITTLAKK
# NR3A LBD binder: binders of NR3A ligand-binding domain, primary screen, biophysical, differential scanning fluorimetry, uHTS. Glutamate receptor ionotropic, NMDA 3A (GRIN3A) ligand-binding domain. NR3A LBD differential scanning fluorimetry, Tm shift; 0% = protein alone, 100% = glycine-bound protein. Tm shift relative to glycine control, % at 25 µM. hit rate 2.5% among 340,000. AID 1259313, 2017;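 active = melting temperature shift of at least 10% of the positive control shift, at one fixed dose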
# PfG6PD inh: PfG6PD enzyme inhibitors, primary screen, biochemical, fluorescence intensity, uHTS. PfGluPho enzyme, NADPH resazurin-diaphorase fluorescence. inhibition, % at 20 µM. hit rate 0.78% among 350,000. glucose-6-phosphate dehydrogenase-6-phosphogluconolactonase (Plasmodium falciparum 3D7);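 active = inhibition reaching at least a set limit at 20 µM in the primary screen, cut at about 59% in these data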;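 also: 0% = DMSO wells with substrate and 100% = DMSO wells lacking glucose-6-phosphate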
# An asterisk follows results filed as active; x = no result given.
SMILES,MPTP inh,ATG4B inh,SENP6 block,SENP7 inh,HKDC1 inh,SENP8 inh,NR3A LBD binder,PfG6PD inh
CCn1c(SCC(=O)Nc2ccccc2F)nnc1-c1cnccn1,-1.5,-4,9,-3,-6,-8,-1,52
O=C(CSc1nc(-c2cccs2)cc(C(F)(F)F)n1)NCc1ccccc1,0.3,-5,-12,6,-12,-82,2,-3
CCOC(=O)Cc1csc(NC(=O)CSc2nnc(-c3ccc(C)cc3)o2)n1,-2.0,3,-11,-6,-1,11,0,-15
COc1ccc(CC(=O)O/N=C(\N)c2ccc(OC)cc2)cc1,3.2,10,-4,-2,-5,13,0,8
CC(=O)c1cccc(-c2ccc3c(=O)[nH]c(Nc4ccccc4)cc3c2)c1,2.3,18,99*,95*,7,6,-6,-28
COc1cc(NC(=S)NCCN2CCOCC2)cc(OC)c1OC,0.7,-6,-2,-5,-10,-2,-2,4
Cc1ccnc(N2CCN(C(=O)CSc3nc4ccccc4nc3N3CCCCC3)CC2)c1,-0.6,7,-9,-3,1,-63,1,2
CSCc1cc(N(C)C)nc(SCc2ccc(Cl)cc2Cl)n1,1.1,-1,-3,4,5,0,-1,25
CC(O)CN1CC(O)=C(c2nc3ccccc3s2)C1=N (stereo unspecified),-0.5,-7,1,-7,-2,-108,0,15
Cc1cc(C)cc(N(CC(=O)N2CCN(c3ccccc3)CC2)S(=O)(=O)c2c(C)noc2C)c1,-2.0,-6,3,4,-1,-3,-3,5
NNC(=O)c1ccncc1,0.7,1,-5,15,-6,12,0,6
CC(=O)N(CCP(=O)(c1ccccc1)c1ccccc1)Cc1ccco1,-0.3,1,-9,2,4,17,0,-18
CC12CC3(C)CC(C)(C1)CC(C(=O)NC1=NCCS1)(C2)C3,-8.1,5,-4,-9,2,-2,0,0
Cc1sc2nc(SCC(=O)NCc3ccco3)[nH]c(=O)c2c1C,1.1,-5,-1,-7,-3,-18,0,2
CCN1CCN(C(c2cccc(OC)c2)c2sc3nc(C)nn3c2O)CC1 (stereo unspecified),-2.5,3,-7,3,3,0,-2,-6
CCC(CCC(=O)Nc1cccc([N+](=O)[O-])c1)C(=O)O (stereo unspecified),0.1,-11,-10,-2,-1,19,4,7
COc1ccccc1NC(=O)C1CCCCC1,0.1,-7,-14,-13,-2,12,0,4
O=c1[nH]c2c(c(=O)[nH]1)CCC2,0.3,5,7,2,-1,15,1,-8
O=C(O)CCCn1cc(NC(=O)COc2ccccc2[N+](=O)[O-])cn1,2.3,15,0,-1,5,9,0,-14
CCc1ccc(NC(=O)C2=CC=CN3CCS(=O)(=O)N=C23)cc1,-0.1,-24,5,1,-1,0,0,-1
CSc1nsc(SC)c1NC(=O)N1CCCC1,-2.4,12,-24,-10,-4,5,2,17
O=C(COC(=O)c1cc[n+]([O-])cc1)Nc1ccc(Br)cc1,-0.3,-9,2,3,-4,1,-2,5
O=C(c1ccccn1)N(c1ccccc1)C1(C(=O)NC2CCCCC2)CCCCC1,-1.3,0,11,5,-5,7,-1,17
CC(=O)c1ccc(N2C(=O)[C@@H]3[C@H](C2=O)[C@H]2c4ccccc4C=NN2[C@@H]3C(C)=O)cc1,1.0,-8,-4,4,-1,7,-1,2
S=c1[nH]nc(Cc2ccccc2)n1-c1ccccc1,1.6,-6,-14,-13,-4,-2,-1,37
O=C(c1cc(-c2ccccn2)nc2ccc(Cl)cc12)N1CCN(CCc2ccccc2)CC1,-0.7,2,7,-7,-4,10,-4,8
CCc1ccc2[nH]c(=O)c(Cc3ccccc3)c(O)c2c1,0.7,2,6,-3,-3,-75,1,-10
COCCn1c(-c2ccc3ccccc3c2)nc2c1c(=O)[nH]c(=O)n2CC(C)C,2.1,2,-38,1,1,-302,4,5
COCCNC(=O)CS(=O)Cc1nc(-c2ccccc2C)oc1C (stereo unspecified),-0.5,-11,11,6,-1,-8,-2,-6
C/C(CC(=O)Nc1ccccc1F)=N\NC(=O)Cc1ccc(Cl)cc1,-1.3,-8,-7,-7,1,8,0,7
CC(C)=CCC/C(C)=C/CNC(=O)C[C@H]1C[C@H](C(=O)N2CCCCC2)[C@@]2(CCc3ccccc3)c3[nH]c4cc(CCC(=O)N(C)C)ccc4c3CCN2C1=O,-2.6,-1,x,11,17,24,-40,5
CN1CCN(CCNC(=O)Nc2ccc([N+](=O)[O-])cc2)CC1,94*,-3,-16,0,-6,15,-3,0
O=C(O)c1cc(C(=O)O)cc(-c2ccc(/C=c3/sc4nc5ccccc5n4c3=O)o2)c1,x,12,x,x,24,x,10*,35
Cc1nc(SCC(=O)NCCN2C(=O)CSC2=O)nc(C)c1C,-0.1,6,0,-3,-4,4,-4,8
O=C(Cc1ccc(-c2ccccc2)cc1)N1CCOCC1,-0.1,-19,-7,5,-1,-8,3,4
CNc1nc(NCc2ccccc2)c2ccccc2n1,4.6,1,-18,-10,-4,-305,-1,9
Cc1ccc(S(=O)(=O)/N=C/c2cc(Br)ccc2O)cc1,-1.0,1,9,5,2,-14,-2,-19
COc1ccc(N2CCN(C(CNC(=O)c3ccc4c(c3)OCO4)c3cccnc3)CC2)cc1 (stereo unspecified),-6.9,-4,10,-6,4,26,0,-9
CCC(c1nnnn1Cc1cccs1)N1CCN(C(=O)c2ccco2)CC1 (stereo unspecified),0.3,-6,-5,-8,-1,8,1,-4
CC(=O)c1ccc(NC(=O)c2cc(Cl)sc2Cl)cc1,5.9,-1,32,37,-9,18,-1,18
Cc1ccc(S(=O)(=O)N(C)C)cc1NC(=O)CCc1c[nH]c2ccccc12,-2.7,-19,0,0,-13,3,1,-17
COc1ccc(S(=O)(=O)N2CCOC2CNC(=O)C(=O)NCc2ccccc2OC)cc1 (stereo unspecified),-1.4,-2,-8,-8,-1,-7,0,1
Cc1cc(C)c2c(-n3cccc3)c(C(=O)O)sc2n1,0.2,7,14,4,-9,8,-1,1
O=C(CCCN1Cc2ccccc2C1)c1ccc(F)cc1,0.0,-1,-4,-5,-2,-20,-14,-12
Cc1ccc(-c2nc3cnccn3c2Nc2ccc3c(c2)OCCO3)o1,1.1,-13,-22,-8,2,-243,1,-2
CC(C)N(C(=O)Nc1ccc2nccnc2c1)C(C)C,-2.2,-8,10,-7,8,-478,-2,30
O=C(Nc1ccc(S(=O)(=O)N2CCOCC2)cc1)c1cc([N+](=O)[O-])ccc1Cl,1.1,-1,9,-4,8,6,3,-9
CC(CCc1ccccc1)NC(=O)CCc1cn(C)c2ccccc12 (stereo unspecified),0.2,-2,5,-2,-9,3,3,14
COc1ccccc1Oc1cc(F)nc(N)n1,-0.5,-6,7,-2,-19,14,-1,-4
O=C(CCNC(=O)c1ccc(Br)cc1)Nc1cc(Cl)ccc1-n1cncn1,0.0,-2,-5,-13,-3,-3,-2,18
COC(=O)N/N=C(\C)c1ccc(-n2ccnc2)cc1,-1.4,-5,10,-1,-5,16,-1,10
CCCCc1nc2cc(C(=O)NCc3ccccn3)ccc2o1,0.2,26,-3,2,-1,8,0,-10
Cc1ccc(NC(=O)c2c(C(=O)Nc3ccccc3)sc3nc(C)cc(=O)n23)cc1,2.1,-4,8,2,-4,-8,-2,-12
CCN(CC)CCCNC(=O)c1ccc2c(Cl)c3c(nc2c1)CCCC3,-0.1,-2,8,-3,-3,14,0,-7
Cc1cc(NC(=O)COC(=O)C2CCN(C(=O)c3ccc(Cl)cc3)CC2)no1,0.5,7,-4,9,-4,2,0,-4
CC(C)(C)NC(=O)Cn1nnnc1-c1nonc1N,-1.3,2,-4,2,1,20,0,-20
COc1cc(NC(=O)c2cc(C)nc3ccccc23)cc(OC)c1,-1.2,-2,-37,-11,-3,9,-1,8
CC(=O)c1c[nH]c2ccc(C)cc2c1=O,-0.3,-5,-3,1,-2,-73,0,-7
OCCNc1nc(-c2ccccc2)nc2c1oc1ccccc12,2.1,-9,12,2,-3,-7,0,17
Cc1ccc(CNCCNCCO)s1,1.3,10,-5,-2,-1,9,-2,-20

# 3 compounds from above, sorted by molecular weight, falling.
SMILES,MPTP inh,ATG4B inh,SENP6 block,SENP7 inh,HKDC1 inh,SENP8 inh,NR3A LBD binder,PfG6PD inh
COc1cc(NC(=O)c2cc(C)nc3ccccc23)cc(OC)c1,-1.2,-2,-37,-11,-3,9,-1,8
Cc1cc(C)c2c(-n3cccc3)c(C(=O)O)sc2n1,0.2,7,14,4,-9,8,-1,1
COC(=O)N/N=C(\C)c1ccc(-n2ccnc2)cc1,-1.4,-5,10,-1,-5,16,-1,10

# Remaining list, next part
SMILES,MPTP inh,ATG4B inh,SENP6 block,SENP7 inh,HKDC1 inh,SENP8 inh,NR3A LBD binder,PfG6PD inh
COc1cc(C(=O)N2CCN(C3CCCCC3)CC2)cc(OC)c1OC,1.8,-2,-17,13,-5,2,0,9
CC(=O)Nc1ccc(C(=O)NC(CC(=O)O)c2ccc(Cl)cc2)cc1 (stereo unspecified),-1.5,-9,-13,-19,6,3,1,-33
O=C(COc1ccc(-c2nnc(N3CCCCC3)c3ccccc23)cc1)N1CCCCC1,-0.6,1,0,-2,3,2,-2,-47
COc1cc(/C=N\NC(=O)c2ccc(C)nc2)ccc1OC(=O)c1ccc2c(c1)OCO2,-0.4,7,-6,-5,-3,-1,-1,-11
O=C(COC(=O)Cc1c(Cl)cccc1Cl)Nc1ccc2[nH]c(=O)[nH]c2c1,0.7,-4,-11,15,-1,3,4,5
S=c1[nH]nc(-c2ccncc2)n1/N=C/C(Cl)=C\c1ccccc1,5.5,-1,-1,1,11,16,-5,19
COC(=O)c1sc(-c2ccc(Cl)cc2)cc1N,5.3,7,81*,68*,-1,-305,2,12
Cc1cc(C)nc(SCC(=O)NNC(=O)c2cccs2)n1,0.7,2,-5,4,3,18,-18,1
CCCn1c(SCC(=O)Nc2cccc(S(=O)(=O)NC3=NCCCCC3)c2)nc2ccccc2c1=O,-0.7,-4,-8,4,15,14,-1,-12
Cc1cccc(C)c1NC(=O)CN(C)C(=O)c1ccc2c(=O)n3c(nc2c1)CCC3,-1.2,8,-5,6,0,9,0,-18
O=C(Nc1cc(Cl)ccc1O)c1cc(-c2ccco2)on1,2.0,2,-16,-7,-1,-7,0,9
Cc1ccc(Oc2cc([N+](=O)[O-])cc3c2C(=O)Nc2ccccc2O3)cc1,56*,3,-6,-3,-4,10,-7,-1
Cc1ccc(C(=O)N/C(=C\c2cccs2)C(=O)NCCc2c[nH]c3ccccc23)cc1,0.5,-5,7,11,12,7,-21,-5
COc1ccc(N2CCN(C(CNC(=O)CC(C)(C)C)c3ccc4c(c3)OCO4)CC2)cc1 (stereo unspecified),-1.8,-8,5,0,-7,14,-1,7
O=C(NC1CC2CCC(C1)N2Cc1nnnn1Cc1ccco1)NC12CC3CC(CC(C3)C1)C2 (stereo unspecified),0.8,7,-4,-8,3,5,-1,-7
Cc1nc(N2CCCC2)c2ccsc2n1,6.9,-5,-15,-8,-2,12,1,-13
O=C1NC(=O)/C(=C\c2ccc(N3CCOCC3)o2)N1,0.1,1,-9,2,-3,4,1,-7
CC12CCC(C(=NO)C1=NO)C2(C)C (stereo unspecified),-2.1,1,x,x,-9,6,3,12
O=C(CC(Nc1ccccc1)c1ccccc1)C1CC1 (stereo unspecified),2.2,5,-7,3,-4,5,-2,-4
COc1cc(CC(=O)Nc2cc(S(C)(=O)=O)ccc2Cl)cc(OC)c1OC,-0.8,0,-6,-2,-6,6,0,15
